HKDC1 inhibitor: HKDC1 (human) hexokinase inhibition; Q2TB90; inhibition, % at 20 µM; 340,000 compounds, 0.16% hits; recombinant HKDC1, G6PDH/diaphorase resazurin coupled fluorescence; AID 493160;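 active means inhibition above about 35% when tested at 20 µM, limit read from the data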;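 further: plate controls were DMSO wells with enzyme for no effect and DMSO wells lacking enzyme for full effect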
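test system = in-house recombinant HK5 (HKDC1) enzyme | amount = HKDC1 at 5 µg/mL | control set = DMSO-enzyme wells negative, buffer-substituted wells positive | compound = one dose of 20 µM, 1% DMSO | schedule = reaction time 90 min, room temperature, protected from light | technique = resorufin fluorescence at 613 nm | reagent = glucose with 1 mM ATP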
SENP8 block-1: SENP8 (human) protease inhibition; Q96LD8; recombinant SENP8, Nedd8 substrate fluorescence; inhibition, % at 20 µM; 360,000 compounds, 0.64% hits; AID 602440; in the data active means inhibition mostly above about 40%, no sharp cut-off; inactive means mostly below about 27%
Target sequence (Q96LD8 whole entry, looked up): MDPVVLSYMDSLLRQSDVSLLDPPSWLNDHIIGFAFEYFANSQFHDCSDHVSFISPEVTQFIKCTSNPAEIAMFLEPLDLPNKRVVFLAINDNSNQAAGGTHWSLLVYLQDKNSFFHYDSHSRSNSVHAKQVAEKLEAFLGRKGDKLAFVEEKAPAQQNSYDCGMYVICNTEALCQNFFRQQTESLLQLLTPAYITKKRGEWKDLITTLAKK
PfG6PD inh: PfG6PD (Plasmodium falciparum) enzyme inhibition. AID 504690. PfGluPho enzyme, NADPH resazurin-diaphorase fluorescence. 350,000 compounds, 0.78% hits. inhibition, % at 20 µM;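 active means inhibition reaching at least a set limit at 20 µM in the primary screen, cut at about 59% in these data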;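 further: 0% = DMSO wells with substrate and 100% = DMSO wells lacking glucose-6-phosphate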
SENP7 inh: SENP7 protease inhibition; recombinant SENP7, Z-RLRGG-aminoluciferin luminescence, 40 min; inhibition, % at 5 µM; 330,000 compounds, 1.5% hits;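 active means inhibition above about 50% at the single test dose, limit read from the data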;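 further: plate controls were DMSO with enzyme for no effect and no enzyme buffer wells for full effect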
Target sequence (Q9BQF6 706-1050 limits assumed): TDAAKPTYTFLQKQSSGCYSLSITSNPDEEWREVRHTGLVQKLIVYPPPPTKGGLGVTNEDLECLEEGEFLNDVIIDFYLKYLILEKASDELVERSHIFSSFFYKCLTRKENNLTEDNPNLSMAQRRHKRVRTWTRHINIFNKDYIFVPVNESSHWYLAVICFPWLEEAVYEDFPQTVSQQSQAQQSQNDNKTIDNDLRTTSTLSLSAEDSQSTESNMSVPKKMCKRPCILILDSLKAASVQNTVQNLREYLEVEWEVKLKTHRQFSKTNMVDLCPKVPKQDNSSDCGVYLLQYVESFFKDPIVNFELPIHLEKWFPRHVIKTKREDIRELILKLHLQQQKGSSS
beta cell repl: inducers of beta-cell replication in MIN6 cells. MIN6 cells proliferation, ATPlite luminescence, 48 h; cells starved in 0.2% serum; 100% = growth in 10% serum. proliferation, % at 10 µM. 330,000 compounds, 0.29% hits;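 active means compounds whose signal lies at least 3.5 SD above the mean of all wells on their plate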;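 further: 0% = DMSO-treated cells in low-serum medium and 100% = 10% serum control; some compounds called inactive have numbers as strong as hits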
SENP1 FRET inh: SENP1 (human) catalytic domain inhibition | Q9P0U3 | recombinant SENP1 catalytic domain, CyPet-SUMO1-YPet FRET cleavage | inhibition, % at 10 µM | 360,000 compounds, 0.21% hits | AID 624204;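 active means inhibition at least 30% at 10 µM, raw YFP signal under a set limit, fluorescence ratio 0.5 to 1.5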;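 further: 0% = enzyme with DMSO and 100% = no enzyme wells; some results filed as inactive read as strong as hits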
Target sequence (Q9P0U3 419-644 limits assumed): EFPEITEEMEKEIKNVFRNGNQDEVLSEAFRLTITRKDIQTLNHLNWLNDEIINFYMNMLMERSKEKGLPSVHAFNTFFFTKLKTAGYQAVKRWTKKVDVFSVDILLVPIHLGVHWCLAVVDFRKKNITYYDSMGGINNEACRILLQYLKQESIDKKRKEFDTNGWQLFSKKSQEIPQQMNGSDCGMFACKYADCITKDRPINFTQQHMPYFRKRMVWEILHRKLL
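Material: hSENP1 catalytic domain, recombinant; medium: Tris pH 8 with BME, BSA, NP40 and catalase; compound: single concentration of 10 µM compound, 0.5% DMSO final; technique: FRET read of cyan and yellow fluorescence; timing: 50 min enzyme reaction, room temperature, light-protected; reagent: SFCypet-SUMO1-SFYpet substrate at 25 nM; control set: no-enzyme low, enzyme-DMSO high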
SENP8 block-2: SENP8 protease inhibition; Q96LD8; purified SENP8, Z-RLRGG-aminoluciferin cleavage, luminescence; inhibition, % at 10 µM; 330,000 compounds, 1.2% hits; AID 2540; in the data active means inhibition above about 50%
UBC13 polyUb: inhibitors of human UBC13 polyubiquitin chain formation | 330,000 compounds, 0.47% hits | inhibition, % at 20 µM | TR-FRET | P61088 | AID 485273; in the data active means inhibition above about 45%, passing the limit was not always enough
Target sequence (P61088 whole entry, looked up): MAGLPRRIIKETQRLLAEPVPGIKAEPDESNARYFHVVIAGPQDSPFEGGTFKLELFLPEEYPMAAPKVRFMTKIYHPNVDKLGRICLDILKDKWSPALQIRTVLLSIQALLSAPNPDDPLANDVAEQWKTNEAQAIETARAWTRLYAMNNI
SENP6 inh: inhibitors of human SENP6 protease; Recombinant SENP6 catalytic domain, aminoluciferin luminescence; Q9GZR1; 330,000 compounds, 1.8% hits; inhibition, % at 10 µM;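 active means inhibition above about 50% at the single tested dose, limit read from the data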;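 further: plate controls were DMSO wells with enzyme for no effect and DMSO wells lacking enzyme for full effect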
* hit, by the source's call; . = no result given.

SMILES	HKDC1 inhibitor	SENP8 block-1	PfG6PD inh	SENP7 inh	beta cell repl	SENP1 FRET inh	SENP8 block-2	UBC13 polyUb	SENP6 inh
O=C(CCC(=O)Nc1ccc(F)cc1)N/N=C/c1ccc(O)cc1	5	12	-6	4	0	0	-1	5	12
O=C(Nc1cccc(-c2cn3ccsc3n2)c1)c1ccccc1	-3	2	-6	2	0	0	5	3	-3
CC(C)[C@@H](C(=O)OCC(=O)Nc1ccc2c(c1)OCO2)N1C(=O)c2ccccc2C1=O	-2	-4	21	6	0	-2	-1	-2	-8
O=C1NC(=O)/C(=C\c2ccccc2OCc2cccc([N+](=O)[O-])c2)N1	-10	-31	34	-3	3	2	5	3	-5
CC(C)n1cc(-c2ccc(Cl)cc2)cc(C#N)c1=O	2	-162	8	-8	-3	1	-9	10	-21
O=C(Nc1ccc(Nc2ccncc2)cc1)c1ccc([N+](=O)[O-])cc1	-1	17	10	-4	-6	3	-5	4	-4
CC(C)=CCN1CCN(C/C(Cl)=C/c2ccccc2)CC1CCO (stereo not drawn)	-5	34	8	-3	-1	0	-3	4	-13
O=Cc1ccc(OCc2ccc3ccccc3c2)cc1	-1	10	-15	-21	-5	-2	-8	-10	17
NS(=O)(=O)c1ccc(CNC(=S)Nc2ccc(Cl)c(Cl)c2)cc1	-6	14	12	-5	-2	-1	0	8	10
CC(C)Cc1nnc(NC(=O)CN2C(=O)NC3(CC(C)CC(C)(C)C3)C2=O)s1 (stereo not drawn)	-2	6	-16	5	-4	1	7	1	1
CCOC(=O)c1c(N)sc2c(OC)c(Br)ccc12	1	20	16	-5	-1	-1	0	14	4
Cc1coc2cc3oc(=O)c(CCC(=O)N[C@@H](CCCNC(N)=O)C(=O)O)c(C)c3cc12	1	-260	-25	2	-1	-6	4	13	7
NS(=O)(=O)c1ccc(CNC(=O)c2ccncc2)cc1	-8	-2	2	-2	-1	1	3	3	-5
CCOC(=O)c1ccc(N2C(=O)c3n[nH]c(-c4ccco4)c3C2c2ccc([N+](=O)[O-])cc2)cc1 (stereo not drawn)	0	13	24	5	-5	0	-10	-16	-12
CCC(CC)c1nnc(NC(=O)C2CC(=O)N(CCc3ccc(F)cc3)C2)s1 (stereo not drawn)	-3	12	36	7	-1	-2	-2	-9	-3
CC(C(c1ccc2c(c1)OCO2)c1c(N)n(C)c(=O)n(C)c1=O)[N+](=O)[O-] (stereo not drawn)	-3	34	-2	6	-3	2	10	-1	-24
CN(C)S(=O)(=O)c1cccc(NC(=O)c2ccc(NS(=O)(=O)c3cccs3)cc2)c1	1	19	-5	-6	3	2	3	-6	-4
O=C(O)c1cccc2c1C(=O)N(CC1CCCO1)C2 (stereo not drawn)	-3	-4	-13	-4	-2	0	-5	2	-13
CCOc1ccc(N2CC(C(=O)NNC(=O)c3ccc(Br)cc3)CC2=O)cc1 (stereo not drawn)	-1	19	-3	6	0	1	-1	4	8
COc1cccc(/C=N/Nc2ncc(C(F)(F)F)cc2Cl)c1O	31	8	-46	.	.	2	.	.	.
O=C(c1cc([N+](=O)[O-])[nH]n1)N1CCSCC1	-4	15	7	2	-3	-2	-5	-8	-12
CC(=O)NC(CC(=O)NCCOc1ccccc1F)c1ccccc1 (stereo not drawn)	-4	11	7	5	0	0	12	-4	-2
CCOC(=O)/C(C#N)=C\c1ccc(OC)c(OC)c1	-5	-122	7	6	-1	1	-3	-2	3
CC(=O)NC1=NN(C(C)=O)C(c2ccco2)S1 (stereo not drawn)	-3	17	3	-9	0	3	-2	5	-6
CCc1cc(C(=O)N2CCCC(N3CCN(c4cccc(C(F)(F)F)c4)CC3)C2)n(C)n1 (stereo not drawn)	4	6	-8	-2	-2	2	-5	-3	3
SMILES	HKDC1 inhibitor	SENP8 block-1	PfG6PD inh	SENP7 inh	beta cell repl	SENP1 FRET inh	SENP8 block-2	UBC13 polyUb	SENP6 inh
Cc1ccc2nc(SCc3ccc([N+](=O)[O-])cc3)nc(C)c2c1	0	12	7	3	-2	0	4	-6	-9
CCOC(=O)c1sc(N2C(=O)C(O)=C(C(=O)c3ccc(C)o3)C2c2ccc(OC)c(OC)c2)nc1C (stereo not drawn)	7	-77	-5	0	2	-30	0	-1	-13
COC(=O)c1cc(NC(=O)CC2NC3CCCCC3NC2=O)cc(C(=O)OC)c1 (stereo not drawn)	-13	12	-10	-12	-3	1	-9	-18	5
Cc1ccc(N(C)S(=O)(=O)c2c(C)[nH]c(C)c2C(=O)N2CCCC2)cc1	-1	12	8	23	-3	1	1	0	8
O=C(COc1ccc(S(=O)(=O)N2CCCC2)cc1Cl)NCc1cccnc1	-3	7	-1	1	-2	-1	2	-9	2
CCOC(=O)C(NS(=O)(=O)c1ccccc1)(C(F)(F)F)P(=O)(OCC(C)C)OCC(C)C (stereo not drawn)	-5	23	-10	-1	-1	2	5	-9	-22
COCCCN1C(=O)C(=O)/C(=C(/O)c2ccc(S(=O)(=O)N3CCOCC3)cc2)C1c1ccc(Cl)cc1 (stereo not drawn)	-2	22	-26	13	-5	1	-3	-12	-6
COc1ccc(S(=O)(=O)N2CCC(C(=O)NCCc3c[nH]c4ccccc34)CC2)cc1	5	18	-1	2	0	-1	-1	6	-12
Cc1ccc(-n2c(O)c(C=NCc3ccccn3)c3ccccc3c2=O)cc1	12	4	-10	4	-1	1	3	-11	1
Cc1nn(C)c(C)c1S(=O)(=O)N(CC(=O)NCCCOC(C)C)c1ccc(C(C)C)cc1	-10	10	6	-5	0	1	2	-4	-4
Cc1cccn2c(CN(C)C3CCCc4ccccc43)c(C(=O)N3CCOCC3)nc12 (stereo not drawn)	-13	2	63*	-7	1	-1	-3	11	-1
CC1(C)CC2CC(C)(CN2C(=O)C23CCC(C)(C(=O)C2)C3(C)C)C1 (stereo not drawn)	-6	12	14	-7	-1	0	-9	-5	2
COc1ccc(C(CNC(=O)c2ccc(NS(=O)(=O)c3ccc(F)cc3)cc2)N2CCOCC2)cc1 (stereo not drawn)	11	9	-10	-5	6	-1	-5	-3	-9
COc1ccccc1-c1ccc(=O)n(CC(=O)NC(C)(C)C)n1	-5	6	5	-3	-2	1	-5	-7	-10
Cc1ccc(C)c(N2CCN(CCCNC(=O)Cn3cccc3C(=O)c3ccccc3C)CC2)c1	15	17	15	-11	-5	-2	-6	43	-1
O=C(NNC(=O)c1cc2c(s1)CCCC2)c1ccccc1	-6	-15	6	6	4	1	3	1	-5
N#Cc1ccc(S(=O)(=O)Nc2ccccc2N2CCOCC2)cc1	6	6	20	-9	-3	-2	-8	-7	5
CCC(C)NC(=O)CSc1nc2c(sc(=S)n2Cc2ccco2)c(=O)n1-c1ccccc1 (stereo not drawn)	-11	11	3	5	-4	4	6	-5	4
COCCn1c(C)cc(C(=O)CN2CCCCC2)c1C	-8	7	-13	-8	-5	-2	-4	-16	-10
CCOC(=O)C1=C(CNCc2ccc(C)cc2)NC(=O)NC1c1cc(C)ccc1C (stereo not drawn)	-7	11	-3	9	-5	3	-7	9	-17
CC(C)(C)c1ccc(C(=O)c2c[nH]c(C(=O)NCc3cccs3)c2)cc1	-7	26	2	2	1	-1	12	-8	-8
Cc1nnc(C)n1/N=C/c1cccs1	12	24	-20	7	2	-2	-5	3	9
CC1(C)CC(NC(=O)CC(c2ccccc2)c2ccccc2)CC(C)(C)N1	4	17	2	1	-1	2	-4	13	-10
C=CCN(c1ccc(C(=O)Nc2ccc(C)cc2)cc1)S(C)(=O)=O	-2	-6	13	-6	2	0	-4	1	-8
Cc1occc1C(=O)NNC(=O)c1ccc(S(=O)(=O)N(C)C)cc1	0	-3	-5	-4	-3	0	5	8	-5
SMILES	HKDC1 inhibitor	SENP8 block-1	PfG6PD inh	SENP7 inh	beta cell repl	SENP1 FRET inh	SENP8 block-2	UBC13 polyUb	SENP6 inh
CCOc1ccc(C(=O)CCN2CCCCCC2)cc1	10	14	29	-4	-7	0	4	8	-8
Cn1cc(CN2CCCC(CO)(Cc3cccc(Cl)c3)C2)cn1 (stereo not drawn)	-2	23	-1	-4	1	-2	4	2	-17
Cc1cc(S(=O)(=O)N2CCOCC2)ccc1OCC(=O)Nc1ccc(F)cc1	-8	3	7	-10	-3	-3	2	6	21
CC(=O)c1ccc(NC(=O)CN2C(=O)COc3ccc(Cl)cc32)cc1	-8	7	9	-4	-2	-1	-7	-1	-9
COc1ccccc1OCC(=O)Nc1ccc(S(=O)(=O)N(C)c2ccccc2)cc1	5	6	24	1	-4	3	-4	4	2
CN(Cc1ccccc1)Cc1ccccc1C(O)c1ccccc1 (stereo not drawn)	0	-3	-15	.	.	3	.	.	.
S=C(NC1CCCCC1)N(CCc1nc2ccccc2[nH]1)C1CCCC1	4	20	-2	-7	-6	-1	-6	-14	-16
O=C(Cc1ccccc1)N/N=C/c1cc(Br)c(Br)o1	-3	8	7	-1	1	1	-7	-4	-11
CC(NC(=O)COC(=O)Cc1ccc(Cl)cc1)c1ccccc1 (stereo not drawn)	-5	23	4	9	-2	3	8	5	3
CC1CC1C(=O)Nc1nc2ccc(S(C)(=O)=O)cc2s1 (stereo not drawn)	2	6	-10	-10	0	-3	3	1	-3
CSc1ncccc1C(=O)Nc1ccc(S(=O)(=O)NC2=NCCCCC2)cc1	12	2	-13	-3	-2	-1	-2	-17	-8
O=C(Oc1ccc([N+](=O)[O-])cc1)C1CC(=O)N(c2ccc3c(c2)OCCO3)C1 (stereo not drawn)	0	8	-24	1	-2	-5	-14	-22	-11
Cn1cc(/C=N\NC(=O)C2COc3ccccc3O2)c2ccccc21 (stereo not drawn)	.	.	.	-13	-2	.	-7	-6	-16
COc1ccccc1CC(Cc1nc2ccccc2[nH]1)c1nc2ccccc2[nH]1 (stereo not drawn)	9	10	31	-4	-4	1	-15	-9	0
Cc1ccc(N2CC(C(=O)Nc3ccc(N(C)C)cc3)CC2=O)cc1C (stereo not drawn)	5	15	13	1	4	17	-4	-1	-5
C=CCn1c(SCC(=O)c2c(N)n(C)c(=O)n(C)c2=O)nc2sc(CC)cc2c1=O	-1	22	-7	-1	0	2	5	3	11
Nc1ccc(NC(=O)c2cccs2)cc1	-9	0	-5	-2	5	1	-6	-4	-3
CC(=O)c1c(C)[nH]c(C(=O)COC(=O)COc2ccccc2F)c1C	0	3	-11	6	1	2	0	-2	4

An excerpt of these results, as labelled records.
structure: CSc1ncccc1C(=O)Nc1ccc(S(=O)(=O)NC2=NCCCCC2)cc1
- HKDC1 inhibitor: 12
- SENP8 block-1: 2
- PfG6PD inh: -13
- SENP7 inh: -3
- beta cell repl: -2
- SENP1 FRET inh: -1
- SENP8 block-2: -2
- UBC13 polyUb: -17
- SENP6 inh: -8

structure: O=C(Oc1ccc([N+](=O)[O-])cc1)C1CC(=O)N(c2ccc3c(c2)OCCO3)C1 (stereo not drawn)
- HKDC1 inhibitor: 0
- SENP8 block-1: 8
- PfG6PD inh: -24
- SENP7 inh: 1
- beta cell repl: -2
- SENP1 FRET inh: -5
- SENP8 block-2: -14
- UBC13 polyUb: -22
- SENP6 inh: -11

structure: Cn1cc(/C=N\NC(=O)C2COc3ccccc3O2)c2ccccc21 (stereo not drawn)
- HKDC1 inhibitor: .
- SENP8 block-1: .
- PfG6PD inh: .
- SENP7 inh: -13
- beta cell repl: -2
- SENP1 FRET inh: .
- SENP8 block-2: -7
- UBC13 polyUb: -6
- SENP6 inh: -16
